# Compound activity from PubChem.
# S1P3 antag = blocks the human S1P3 receptor | Q99500 | CHO S1P3 NFAT-BLA reporter, FRET fluorescence, antagonist mode | inhibition, % at 4.98 µM | 170,000 compounds, 0.27% hits | AID 485;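 active = inhibition above the plate cutoff, the mean inhibition of test wells on that plate plus 3 SD, cut at about 28% in these data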;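 also: cells challenged with S1P at its EC80 of 0.8 µM; blue over green emission ratio from cleaved BLA substrate after 4 h stimulation; 0% = S1P-stimulated wells and 100% = unstimulated DMSO-only wells; some compounds past the cut are filed as inactive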
# Target sequence (Q99500 whole entry, looked up): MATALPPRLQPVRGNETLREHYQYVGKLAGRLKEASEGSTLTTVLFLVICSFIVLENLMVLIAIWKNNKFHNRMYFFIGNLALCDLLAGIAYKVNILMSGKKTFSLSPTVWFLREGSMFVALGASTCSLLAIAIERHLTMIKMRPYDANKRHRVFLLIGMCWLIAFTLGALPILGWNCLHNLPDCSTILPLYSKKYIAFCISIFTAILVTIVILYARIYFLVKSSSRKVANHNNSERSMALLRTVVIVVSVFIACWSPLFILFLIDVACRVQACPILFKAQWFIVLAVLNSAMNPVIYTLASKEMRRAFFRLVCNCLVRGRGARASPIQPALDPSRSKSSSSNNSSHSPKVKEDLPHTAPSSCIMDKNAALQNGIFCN
# Starred values were filed as active, the others as inactive. This is a subset; count on the stated rates, not on these rows.
# Start of the data: the first seven compounds (preview)
Structure	S1P3 antag
Cc1nc(SCC(=O)c2ccccc2)[nH]c(=O)c1Oc1ccc(Cl)cc1	0
CC[C@@H](Nc1ncnc2c1oc1ccccc12)C(=O)O	1
COc1ccccc1NC(=O)Cn1nnc2sc3c(c2c1=O)CC(C)(C)OC3	-1
Cc1cc(C(=O)CN2C(=O)C(=O)N(C)C2=O)c(C)n1-c1cccc(S(=O)(=O)N2CCOCC2)c1	-1
Cc1ccc2nc(SCC(=O)Nc3cccc(S(N)(=O)=O)c3)[nH]c2c1	-1
CCCn1cc(C(=O)OCC)c(=O)c2cc(F)c(F)cc21	15
O=C(Nc1nc(-c2ccccc2)ns1)c1ccncc1	-62

# The listing (from the top)
Structure	S1P3 antag
Cc1nc(SCC(=O)c2ccccc2)[nH]c(=O)c1Oc1ccc(Cl)cc1	0
CC[C@@H](Nc1ncnc2c1oc1ccccc12)C(=O)O	1
COc1ccccc1NC(=O)Cn1nnc2sc3c(c2c1=O)CC(C)(C)OC3	-1
Cc1cc(C(=O)CN2C(=O)C(=O)N(C)C2=O)c(C)n1-c1cccc(S(=O)(=O)N2CCOCC2)c1	-1
Cc1ccc2nc(SCC(=O)Nc3cccc(S(N)(=O)=O)c3)[nH]c2c1	-1
CCCn1cc(C(=O)OCC)c(=O)c2cc(F)c(F)cc21	15
O=C(Nc1nc(-c2ccccc2)ns1)c1ccncc1	-62
COCCCNC(=S)N/N=C/c1ccc2c(c1)OCO2	-8
COc1cc(/C=N/NC(=O)c2cc(-c3ccco3)nc3ccccc23)cc(OC)c1O	-16
COc1ccc(Cl)cc1C(=O)Nc1ccc(S(N)(=O)=O)cc1	-8
O=C(c1ccccc1)N1C(=O)C(c2ccccc2)Oc2ccccc21 (stereo not given)	12
O=C(CCc1ccc(S(=O)(=O)N2CCOCC2)cc1)Nc1ccc2c(c1)OCCO2	6
CCOC(=O)C(C)Oc1ccc(NC(=O)C(Cl)(Cl)Cl)cc1 (stereo not given)	2
O=C(CSc1ccccn1)N1CCN(c2ncc(C(F)(F)F)cc2Cl)CC1	13
O=C(Nc1nc2n(n1)C(c1ccc(F)cc1)CC(c1ccccc1)N2)c1ccco1 (stereo not given)	-11
O=C(O)c1ccc(NC2=Nc3cccc4cccc2c34)cc1	4
N#Cc1ccc(NC(=O)Nc2cccc(C#N)c2)cc1	15
Cc1c(Cc2ccccc2)c(NCCCO)n2c(nc3ccccc32)c1C#N	5
CCCc1c(C(=O)O)cnn1-c1ccc(Cl)cc1	11
COc1cccc(Nc2nc(N)nc(CCl)n2)c1	-8
COc1ccc(CCNC(=O)/C=C/c2ccc(OC)c(S(=O)(=O)N3CCOCC3)c2)cc1	2
CC(C)(C)OC(=O)N1CCCN(C(=O)Nc2ccccc2)CC1	4
Cc1ccc(S(C)(=O)=NC(=O)NC(=O)c2c(F)cccc2Cl)cc1 (stereo not given)	-8
NC(=O)N/N=C/c1c(O)ccc2oc3c(c12)CCCC3	-9
Cc1ccc(C(=O)n2nc(C#N)c(C#N)c2N)cc1	-21
CCOC(=O)C(CCCCCCP(=O)(c1ccccc1)c1ccccc1)NC(C)=O (stereo not given)	-4
COc1ccc(C(c2c(N)[nH]c(=S)[nH]c2=O)c2c(N)[nH]c(=S)[nH]c2=O)cc1	-11
COc1ccccc1C1=NOC(Cn2c(NCCOCCO)nc3c2c(=O)n(C)c(=O)n3C)C1 (stereo not given)	-3
COc1ccccc1-c1cc(N)n(S(=O)(=O)c2cccc3nsnc23)n1	3
COc1ccc(C(=O)C(C)[n+]2ccc(-c3nnc4n3CCCCC4)cc2)cc1 (stereo not given)	-14
COc1ccc(Nc2nc(=O)c3cc([N+](=O)[O-])ccc3s2)cc1	-10
Cc1[nH]c(=S)c(C#N)c(-c2ccccc2)c1C(=O)Nc1ccccc1	-4
Nc1ncnc(SCc2c(F)cccc2Cl)n1	1
Cc1onc(-c2c(Cl)cccc2Cl)c1COC(=O)c1ccc(Cl)cc1[N+](=O)[O-]	-4
CCS(=O)(=O)N1CCC(N2CCC(C)CC2)CC1	14
O=C(NNC(=O)c1csc(-c2cnccc2C(F)(F)F)n1)c1ccc(C(F)(F)F)cc1	-19
CC(C)Oc1ccc(/C=C/C(=O)NCC2COc3ccccc3O2)cc1 (stereo not given)	-4
CC1(C)CC(NC(=O)C23CCC(C)(C2Br)C3(C)C)CC(C)(C)N1 (stereo not given)	-2
O=C(Nc1cccc(-c2ccccc2)c1)N1CCN(C(=O)Nc2cccc(-c3ccccc3)c2)CC1	7
Nc1nc(Nc2cccc(Cl)c2)nc(NCc2ccco2)c1[N+](=O)[O-]	-5
O=C(O)c1ccc2c(=O)n(-c3ccc(F)cc3)c(=S)[nH]c2c1	5
Clc1ccc(-c2nnnn2-c2ccc(Cl)cc2)cc1	-6
COc1cc(N=Nc2cccc(S(N)(=O)=O)c2)c2ccccc2c1N	0
O=C(Nc1cc(C(F)(F)F)cc(C(F)(F)F)c1)Nc1cnn(-c2ccc([N+](=O)[O-])cc2)c1C(F)(F)F	-12
CN(C)c1ccc(/C=N/NC(=O)CCc2nc3ccccc3[nH]2)cc1	-11
CCOc1ccc2nc(NC(=O)c3ccccn3)sc2c1	-1
Cc1oc(S(=O)(=O)N2CCCCC2)cc1NC(=O)Nc1ccccc1	0
Cc1cc(-c2ccccc2)n2nc(N)nc2n1	9
CCc1ccc[n+](-c2nc([O-])sc2C=O)c1	2
CCOC(=O)c1oc2ccccc2c1NC(=O)CCl	-2

# A stretch from the list above, as a working copy:
Structure	S1P3 antag
COc1ccc(CCNC(=O)/C=C/c2ccc(OC)c(S(=O)(=O)N3CCOCC3)c2)cc1	2
CC(C)(C)OC(=O)N1CCCN(C(=O)Nc2ccccc2)CC1	4
Cc1ccc(S(C)(=O)=NC(=O)NC(=O)c2c(F)cccc2Cl)cc1 (stereo not given)	-8
NC(=O)N/N=C/c1c(O)ccc2oc3c(c12)CCCC3	-9
Cc1ccc(C(=O)n2nc(C#N)c(C#N)c2N)cc1	-21

# Remaining list, next part
Structure	S1P3 antag
Cc1c(C(=O)OCC(=O)N(C)C2CCS(=O)(=O)C2)oc2ccc(Br)cc12 (stereo not given)	-8
Cc1ccc(Cn2ccc(NC(=O)c3cc(C4CC4)on3)n2)cc1	12
O=C(Nc1ccc(C2=NCCN2)cc1)c1ccc(C(=O)Nc2ccc(C3=NCCN3)cc2)c(Cl)c1	-7
COc1ccc(/C=N/Nc2nc(-c3ccc(C)cc3)c(NC(C)=O)s2)cc1	7
S=C1Cc2ccccc2N1	-7
COC(=O)CN1C(CN2CCOCC2)=Nc2ccc(Br)cc2C1c1ccccc1 (stereo not given)	-1
COc1ccc(CCN2C(=O)CC(N3CCN(C/C=C/c4ccccc4)CC3)C2=O)cc1OC (stereo not given)	14
N#C/C(=C\Nc1ccccn1)S(=O)(=O)c1ccc(Cl)cc1	-6
COc1ccccc1C1CCN(C(=S)Nc2ccc(Br)cc2)CC1	7
C=C(C(=O)c1ccccc1)C(C(=C)C(=O)c1ccccc1)c1ccc(OC)cc1	-11

# More entries.
molecule	S1P3 antag
CCOC(=O)C1=C(O)C(=O)N(c2ccc(S(N)(=O)=O)cc2)C1c1ccc(Br)cc1 (stereo not given)	-17
Cc1nc2c(=O)n(-c3ccc(F)cc3F)nc(C)c2s1	-1
COc1cc(OC)c(S(=O)(=O)Nc2ccccc2N2CCCCC2)cc1NC(C)=O	5
O=C(Cc1ccccc1)NNC(=O)c1ccccc1C(=O)O	-17
CCCc1cnc(N2CCN(S(=O)(=O)c3cccs3)CC2)nc1	3
COc1ccccc1-c1noc(CCCC(=O)N2CCOCC2)n1	-5
CCCc1nc(NCCO)c(C#N)c2c1CCCC2	12
Cc1cc(C(=O)Nc2ccc3nc(C)sc3c2)c2ccccc2n1	-1
Cc1cc(C(=O)COC(=O)CCc2nc3ccccc3c(=O)[nH]2)c(C)n1CC1CCCO1 (stereo not given)	-4
Cc1nc(Cl)c2c(n1)NC(=O)CO2	3
CCn1c(/C=C2\C(=O)N(C(C)C)c3ccccc32)nc2ccccc2c1=O	7
CC(=O)[C@@H]1[C@@H](C(=O)c2ccc(F)cc2)[C@]2(C(=O)Nc3ccccc32)[C@H]2C=Cc3cc(F)ccc3N12	7
O=C(NNC(=S)Nc1ccc(F)cc1)c1cccc([N+](=O)[O-])c1	6
O=[N+]([O-])c1ccc(-n2ccnc2)cc1	-7
COc1ccc(NC(=O)C2CC(=O)N/C(=N/N=C/c3ccco3)S2)cc1 (stereo not given)	-8
Cc1cc(N)c2cc(NC(=O)/C=C/c3ccccc3Cl)ccc2n1	-7
CCOC(=O)C(=N/O)/C(C)=N/NC(=O)C(=O)Nc1ccc(Cl)cc1	9
CC(=O)N/N=C(\C)C1COc2ccccc2O1 (stereo not given)	-9
O=C(O)/C=C/C(=O)Nc1cccc2cccnc12	-4
Cc1c(C(=O)c2ccccc2)c2ccccn2c1CCC#N	-11
COc1ccc(C(=O)CCNc2ccc(F)cc2)cc1	15
Cc1c(NC(=O)c2ccc(-c3ccccc3)cc2)cccc1C(=O)O	-19
COC(=O)c1cccc(NC(=O)CC2NCCNC2=O)c1 (stereo not given)	-9
O=C(Nc1ccc2c(c1)C(=O)OC2)c1ccc(F)cc1F	-17
O=C(NNS(=O)(=O)c1ccccc1C(F)(F)F)c1cc2ncc(C(F)(F)F)cc2s1	-8
O=C1NNC(c2ccccc2)=N/C1=C\c1ccccc1	-15
CC1CCN(C(=O)c2ccc(CNc3c(N4CCCC4)c(=O)c3=O)cc2)CC1	26
COc1ccc(Oc2cccc(Cl)c2CNC(=O)CC(C)(C)CC(=O)O)cc1	-10
COc1ccc(-n2c(=O)c3c4c(sc3n(CC(N)=O)c2=O)CCCCC4)cc1	-9
Nc1nc(Nc2cccc(F)c2)nc(NCCO)c1[N+](=O)[O-]	-6
Cc1cc(Nc2ccc(N3CCOCC3)cc2)c2cccc(C)c2n1	1
Cc1ccc2[nH]c3c(=O)n(Cc4ccco4)cnc3c2c1	-1
CN(C)c1ccc(CNCCC(Cc2ccccc2)c2ccco2)cc1 (stereo not given)	18
N#CC(C#N)=CNc1cccnc1	4
Brc1ccc(-c2nnc(Cc3ccccc3)o2)cc1	12
COc1ccc2oc(=O)c(N3C(=O)c4ccccc4C3=O)cc2c1	1
O=C(CSc1nnc(COc2ccccc2Cl)o1)NC(=O)NCc1ccco1	-11
CSc1ccc(/C=C(\NC(=O)c2ccccc2)C(=O)NN)cc1	4
S=c1[nH]nc(COc2cccc3ccccc23)n1Cc1ccccc1	10
Cc1ccc2cc(C)c(SCC(=O)Nc3ccc(S(=O)(=O)N4CCCC4)cc3)nc2c1	9
C#CC1(NC(=O)NC(=O)c2c(F)cccc2F)CCCCC1	-1
CC(C)NC(=O)N(Cc1ccc(Cl)cc1)Cc1cccs1	11
CCCSc1cc(Cl)nc(N)n1	1
COc1nccnc1NS(=O)(=O)c1ccc(NC(=S)NC(=O)c2cccnc2)cc1	-8
C/C(=N/O)c1no[n+]([O-])c1/C(C)=N\O	-8
O=C(Nc1ccc(S(=O)(=O)Nc2ncccn2)cc1)c1nn(Cc2ccccc2)c(=O)c2ccccc12	-33
Cc1ccccc1Nc1c(-c2cccnc2)nc2ccccn12	11
O=C(O)c1ccc(N=Nc2c(O)[nH]c3ccccc23)cc1	7
Cc1onc(-c2ccccc2)c1CNC(=O)C1COc2ccccc2O1 (stereo not given)	-6
c1ccc(N2CCCCC2)c(Nc2nc3ccccc3n3cnnc23)c1	14
CCN1CCN(C(=O)C2CCN(Cc3nc(-c4ccc(Cl)cc4)oc3C)CC2)CC1	24
O=C(/C=C/c1ccc(F)cc1)Nc1ccc(S(=O)(=O)Nc2ncccn2)cc1	9
O=C1CCCc2c1nc(-c1ccccc1F)n2O	-8
COc1ccc(C(=O)NNC(=O)C2CCCN(C3CC(=O)N(c4ccccc4)C3=O)C2)cc1 (stereo not given)	3
c1ccc2c(c1)SCc1nnc(-c3ccncc3)n1-2	-17
CC(/C=N/NC(=O)Cn1cnc2c1c(=O)n(C)c(=O)n2C)=C\c1ccco1	11
CSc1cccc(NC(N)=S)c1	-1
O=C(NC(=C(Cl)Cl)S(=O)(=O)c1ccc(Cl)cc1)c1ccccc1	-6
CCC(C)Nc1nc2c(c(=O)n(C)c(=O)n2C)n1Cc1ccc(Cl)cc1 (stereo not given)	-9
O=C(Cn1nc(C(=O)O)c2ccccc2c1=O)c1cc(F)ccc1F	1

# Further compounds follow.
molecule	S1P3 antag
CCc1ccc(/C=N/NC(=O)c2cc(-c3cccc([N+](=O)[O-])c3)n[nH]2)cc1	-20
COc1ccc2c(Cn3cnc4cc([N+](=O)[O-])ccc4c3=O)cc(=O)oc2c1	-17
O=C(Nc1ccc(S(=O)(=O)N2CCOCC2)cc1)c1cccnc1	-6
COc1ccc(-c2nc(N)nc(C(F)(F)F)c2-c2cscn2)c(O)c1	6
CN(CCc1ccccn1)C(=O)Nc1cc(Cl)cc(Cl)c1	3
CC(C)n1c(CN2CCN(Cc3ccccc3)CC2)nc2ccccc21	-9
CC(=O)COc1ccc(-c2csnn2)cc1	4
COc1ccc(C(C)=O)cc1Cn1cnc2c(cnn2C)c1=O	-8
CC(C)CSc1oc(-c2ccco2)nc1S(=O)(=O)c1ccccc1	11
CC(=O)Nc1nc2c(s1)C(=O)NCC(C)(C)C2	-12
COC(=O)C1(C)Cc2cc(OC(C)=O)c(OC(C)=O)cc2N1 (stereo not given)	-3
COc1ccc(OC)c(NC(=O)c2cc3oc4ccccc4c3cc2O)c1	7
Cc1ccc(NC(=S)NNC(=O)c2cccc([N+](=O)[O-])c2)cc1Cl	-4
O=C(N/N=C/C(Br)=C/c1ccccc1)c1cccnc1	17
COc1cc(OC)c(OC)cc1/C=N/Nc1nc2ccccc2[nH]1	13
O=C(COc1ccc([N+](=O)[O-])cc1Cl)N1CCOCC1	-3
CC1=C(C(=O)NCc2ccc(Cl)cc2)C2(CCC(C)CC2)OC1=O (stereo not given)	-1
Cc1cc(N2CCN(C)CC2)n2nc(-c3ccc(Cl)cc3)nc2n1	3

# Some of these compounds in order of formula weight, descending:
molecule	S1P3 antag
CC(C)n1c(CN2CCN(Cc3ccccc3)CC2)nc2ccccc21	-9
COC(=O)C1(C)Cc2cc(OC(C)=O)c(OC(C)=O)cc2N1 (stereo not given)	-3
O=C(COc1ccc([N+](=O)[O-])cc1Cl)N1CCOCC1	-3
